# CCHF vOTU inh – CCHFV vOTU protease inhibitors, primary screen, biochemical, Pep-AMC substrate, fluorescence. Crimean-Congo hemorrhagic fever virus L polyprotein viral ovarian tumor (vOTU) protease …. actives 0.55% (n = 370,000). inhibition, % at 11.5 µM; in the data active means inhibition above about 30%; further: 0% = vehicle wells with enzyme and 100% = no enzyme wells
# Vc quorum ag – inducers of Vibrio cholerae quorum light production without autoinducers, primary screen, BH1578 luxS cqsA deficient, single point | V. cholerae BH1578 lux reporter, luminescence, 6 h | activation, % at 18.7 µM | actives 0.16% (n = 350,000) | AID 588436, 2011; in the data active means activation mostly above about 9.7%, no sharp cut-off; inconclusive means no clear call, values can overlap the other calls; inactive means mostly below about 3.7%; further: not every result past the cut was called active; inactives centre near 0; reference of the scale not given here
# BoNT A protease – BoNT/A light chain protease inhibitors, primary screen, biochemical, flow cytometry, MLPCN library | inhibition, % at 10 µM | actives 0.17% (n = 360,000) | multiplex microsphere protease substrate cleavage | Botulinum neurotoxin type A light chain protease (Clostridium botulinum A str. ATCC 3502); further: plate controls were buffer without enzyme for full effect and enzyme alone for no effect
# TcdB GH inh – TcdB glycohydrolase inhibitors, primary screen, biochemical, single point, plate reader | AID 652162, 2013 | actives 0.24% (n = 350,000) | inhibition, % at 9.99 µM | TcdB glycohydrolase enzymatic assay; in the data active means inhibition above about 10%
# SARS 3CLpro inh – SARS-CoV 3CLpro protease inhibitors, primary screen, biochemical, quenched FRET | recombinant SARS-CoV 3CLpro, quenched FRET peptide cleavage | inhibition, % at 6 µM | actives 0.14% (n = 290,000); in the data active means inhibition above about 12%
# PriA SSB inh – inhibitors of Klebsiella pneumoniae PriA binding to SSB C-terminal tail, primary screen, biochemical, AlphaScreen. inhibition, % at 33 µM. AlphaScreen SSBct-PriA binding, biotinylated peptide. PriA–SSB C-terminal tail interaction (Klebsiella pneumoniae). actives 0.6% (n = 430,000). AID 1272365, 2023; in the data active means inhibition mostly above about 37%, no sharp cut-off; inactive means mostly below about 20%;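 further: plate controls were negative control peptide for no effect and reference peptide for full effect; strong numbers were not always called active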
# DUSP3 inh – VHR1 phosphatase inhibitors, primary screen, biochemical, absorbance, uHTS; Dual specificity protein phosphatase 3 (Homo sapiens), P51452; recombinant VHR phosphatase, pNPP absorbance; inhibition, % at 13.3 µM; actives 0.52% (n = 290,000); AID 1654, 2009; in the data active means inhibition above about 50%; further: some compounds called inactive have numbers as strong as hits
# Target sequence (P51452 whole entry, looked up): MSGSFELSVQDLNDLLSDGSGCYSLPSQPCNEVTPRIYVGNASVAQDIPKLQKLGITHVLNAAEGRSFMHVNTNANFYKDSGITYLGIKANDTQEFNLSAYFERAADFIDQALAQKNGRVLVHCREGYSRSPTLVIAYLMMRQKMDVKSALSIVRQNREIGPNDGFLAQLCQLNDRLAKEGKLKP
# PfHsp40 yeast – rescue of yeast from PfHsp40 toxicity, primary screen, S. cerevisiae, ATP luminescence; actives 0.68% (n = 340,000); S. cerevisiae expressing PfHsp40, growth rescue; growth rescue, % at 12.5 µM; AID 504582, 2011; in the data active means growth rescue above about 28%, passing the limit was not always enough; inconclusive means no clear call, values can overlap the other calls;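 further: yeast W303a lacking pdr1 and pdr3 grown in galactose medium; growth measured after three days at 30 °C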
# Anthrax LF prot – Bacillus anthracis LF protease inhibitors, primary screen, biochemical, multiplex microsphere, MLPCN library; multiplex microsphere protease cleavage assay; inhibition, % at 10 µM; actives 0.12% (n = 360,000); further: plate controls were buffer without enzyme for full effect and enzyme alone for no effect
# Target sequence (P15917 whole entry, looked up): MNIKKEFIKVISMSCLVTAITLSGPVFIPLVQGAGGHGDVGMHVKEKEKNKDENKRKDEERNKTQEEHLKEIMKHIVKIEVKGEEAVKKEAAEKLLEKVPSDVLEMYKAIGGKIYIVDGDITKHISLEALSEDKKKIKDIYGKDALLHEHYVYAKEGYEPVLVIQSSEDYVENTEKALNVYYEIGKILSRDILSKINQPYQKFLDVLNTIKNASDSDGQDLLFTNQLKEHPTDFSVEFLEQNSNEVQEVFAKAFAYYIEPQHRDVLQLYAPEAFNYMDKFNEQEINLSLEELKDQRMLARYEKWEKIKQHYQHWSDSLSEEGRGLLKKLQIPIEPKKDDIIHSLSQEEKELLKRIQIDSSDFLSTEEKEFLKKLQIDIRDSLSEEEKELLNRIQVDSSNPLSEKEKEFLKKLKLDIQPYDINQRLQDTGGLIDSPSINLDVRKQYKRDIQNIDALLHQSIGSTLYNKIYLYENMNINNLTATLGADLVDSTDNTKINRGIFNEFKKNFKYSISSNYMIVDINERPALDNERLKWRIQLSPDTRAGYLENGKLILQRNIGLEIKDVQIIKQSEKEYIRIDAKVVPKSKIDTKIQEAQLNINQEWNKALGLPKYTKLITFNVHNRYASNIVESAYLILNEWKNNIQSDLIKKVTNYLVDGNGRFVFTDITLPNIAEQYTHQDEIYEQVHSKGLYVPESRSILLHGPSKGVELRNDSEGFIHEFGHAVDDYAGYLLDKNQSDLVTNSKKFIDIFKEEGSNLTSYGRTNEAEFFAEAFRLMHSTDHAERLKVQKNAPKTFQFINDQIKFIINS
# Yp Topo-I inh – Yersinia pestis topoisomerase I inhibitors, primary screen, biochemical, cleavage product accumulation, plate reader, single point. DNA topoisomerase I (Yersinia pestis CO92). Y. pestis Topo-I cleavage product accumulation. activity, % at 10 µM. actives 0.064% (n = 360,000). AID 504884, 2011; in the data active means activity above about 50%, passing the limit was not always enough; inconclusive means no clear call, values can overlap the other calls; further: inactives centre near 2
# Active calls of the source: *; i = inactive; ? = inconclusive; nt = not tested or not shown; & = joins results of further samples. Unless noted, no stated cut-off is given here; in the data, active means inhibition above about 30%; inconclusive means no clear call, values can overlap the other calls; inactive means below that. The list is partial. The share of hits here may be higher or lower than overall.
SMILES,CCHF vOTU inh,Vc quorum ag,BoNT A protease,TcdB GH inh,SARS 3CLpro inh,PriA SSB inh,DUSP3 inh,PfHsp40 yeast,Anthrax LF prot,Yp Topo-I inh
COc1cc(OC)c(C2C(C#N)=C(C)NC(C)=C2C#N)c(C(=O)O)c1,-5,-0.5,2.8,0.4,3,-8,-3,0.8,8,5
CC(=O)Oc1ccc2c(=O)oc(-c3ccccc3C)nc2c1,8,-0.2,-2.2,3.3,3,-22,11,0.8,0,-2
CC1C(=O)CCCCCCCCCC2C1(N1CCOCC1)CS2(=O)=O (stereo not drawn),18,i,-1.3,nt,0,-8,35,0.6,-6,6
N#Cc1ccc(/C=C2\CCCCn3c2nc2cc(C(=O)O)ccc2c3=O)cc1,-8,i,0.4,1.0,-4,-8,-15,0.0,8,1
CCC(C)NC(=O)CSc1nnc(-c2cc(-c3ccc(C)cc3)nc3ccccc23)n1N (stereo not drawn),-3,40*,0.2,nt,-7,1,19,-0.1,0,-1
CCc1cc2cc(C)ccc2nc1SCC(=O)N1CCN(C(=O)c2ccco2)CC1,12,0.9,1.2,nt,4,4,12,1.2,1,35
Cc1c(C(=O)NC2=NCCS2)cccc1[N+](=O)[O-],-2,i,0.9,0.9,1,-4,22,-1.0,-3,5
CCOC(=O)C1(C)/C(=N/Nc2ccc(S(N)(=O)=O)cc2)C(=O)C(=O)N1c1ccccc1 (stereo not drawn),21,-0.3,0.2,-0.3,8,nt,-2,-0.5,0,-10
COc1ccc(CCNC(=O)c2noc(C(C)C)c2[N+](=O)[O-])cc1OC,-11,i,-0.3,-0.2,-1,-10,17,0.6,2,-4
C=CCOc1ccc(CNCCO)cc1OCC,-6,-0.2,-0.4,-0.8,-4,-4,-11,-1.1,0,8
CC1(Oc2cccc(F)c2)CCN(Cc2ccccc2OC(F)F)C1 (stereo not drawn),12,-3.3,-0.2,0.1,nt,nt,nt,nt,-5,-1
CC1(C)Cc2c(sc3nc4n(c(=O)c23)CCC4)CO1,-6,nt,0.0,0.7,5,12,7,-1.5,0,2
O=C(O)c1cc(S(=O)(=O)N(Cc2ccccc2)c2ccc(Cl)cc2)ccc1Cl,6,-0.3,-0.6,1.6,10,6,-35,0.0,-7,-4
CC(C)Oc1ccc(CCC(=O)N/N=C/c2ccc3c(c2)OCO3)cc1,-8,i,3.1,-1.4,-2,nt,51*,-2.3,8,-6
Cc1ccc(N2C(=O)[C@@H]3[C@H](C2=O)C2CCCN2[C@@H]3C(=O)c2ccccc2)cc1 (stereo partly drawn),0,3.7,1.9,nt,5,7,11,-1.7,-3,-8
COc1cc(NC(=O)c2c3c(nc4ccccc24)CCC3)cc(OC)c1,-2,0.0,1.7,nt,2,-5,19,0.2,-6,2
O=C(N/N=C/c1c(O)n(CCC2=CCCCC2)c(=O)[nH]c1=O)c1ccccc1,3,i,-1.2,-1.9,6,nt,17,0.3,-2,3
CCc1ccc(NC(=O)C2CCN(C(=O)N3CCOc4ccccc43)CC2)cc1,1,-0.1,0.1,0.9,0,-2,13,0.2,0,21
CCCCN(C(=O)CSCc1c(C)noc1C)c1c(N)n(CCCC)c(=O)[nH]c1=O,0,i,1.0,1.4,nt,-6,nt,-0.6,1,7
CN=CC1=C(O)CC(C)(C)CC1=O,8,6.1,0.4,nt,3,0,21,-1.4,1,-3
CCN1CCN(S(=O)(=O)c2ccc(Cl)c(C(=O)N(C)Cc3cccc(Cl)c3Cl)c2)CC1,-3,i,-5.4,0.4,nt,-8,nt,-0.2,-6,13
O=C(Cc1c(Cl)cccc1Cl)OCC(=O)N1CCOCC1,-4,i,4.1,1.4,nt,4,nt,-1.7,-3,1
O=C(COc1ccc2c(c1)CCC2)N1CCN(c2cccc(C(F)(F)F)c2)CC1,11,0.1,-0.5,0.8,-2,0,-10,7.8,2,12
COc1ccc(C2Nc3ccccc3NC3=C2C(=O)CC(C)(C)C3)cc1 (stereo not drawn),6,-0.4,1.1,-0.5,0,-3,19,-2.4,4,-8
CCOc1ccc(OCCC(=O)N(CC)CC(=O)NCc2cccs2)cc1,0,-0.6,0.8,0.5,nt,-17,nt,-0.6,-1,-2
C=C(C)CNC(=S)NNC(=O)c1ccc(Br)cc1,-25,i,-0.4,0.0,2,7,51*,2.5,0,0
C=CCNC(=O)c1onc(CSc2cccc(OC)c2)c1C(=O)NCC=C,8,-0.4,-0.4,1.8,nt,-4,-4,-0.6,-4,-14
COc1ccccc1CC(=O)NCCc1c[nH]c2ccccc12,-3,-0.1,-0.5,-0.5,1,-22,41,-0.4,-3,-9
O=C(Oc1ccccc1Cl)c1ccccc1P(=O)(O)O,14,i,0.1,nt,-6,-5,6,-1.3,-5,-4
COC(C/C=C/[C@@H](O)[C@@H](C)OCc1ccccc1)OC,3,i,-0.5,-3.8,nt,-10,nt,2.1,1,3

# Continued; the last 2 above are carried over.
SMILES,CCHF vOTU inh,Vc quorum ag,BoNT A protease,TcdB GH inh,SARS 3CLpro inh,PriA SSB inh,DUSP3 inh,PfHsp40 yeast,Anthrax LF prot,Yp Topo-I inh
O=C(Oc1ccccc1Cl)c1ccccc1P(=O)(O)O,14,i,0.1,nt,-6,-5,6,-1.3,-5,-4
COC(C/C=C/[C@@H](O)[C@@H](C)OCc1ccccc1)OC,3,i,-0.5,-3.8,nt,-10,nt,2.1,1,3
C/C(=N/NC(=O)c1nnn(-c2nonc2N)c1COc1ccccc1)c1ccccc1,11,i,0.4,0.8,7,nt,2,0.2,0,-2
Cc1ccc(C)c(NC(=S)N2CCCCCC2)c1,6,3.6,-1.0,nt,0,-8,-8,5.2,0,5
COc1ccc(N2CCN(c3ncnc4sc(C(=O)NCC5CCCO5)c(C)c34)CC2)cc1 (stereo not drawn),-1,-0.4,1.0,-4.6,1,8,3,-0.9,0,19
Cc1ccc(NC(=O)CN(Cc2ccco2)Cc2ccccc2O)cc1C,20,-0.3,0.3,-3.6,0,-12,-8,1.9,-6,15
Cc1csc(NC(=O)c2cc(=O)[nH]c3ccc(S(=O)(=O)N4CCOCC4)cc23)n1,-19,-0.1,-0.9,3.0,0,-14,28,-2.4,-2,-14
Cc1ccc(NC(=O)CCC(=O)N/N=C/c2ccccc2O)cc1,-1,i,0.5,2.4,3,nt,10,-0.7,-5,-6
O=C1CSC(c2ccccc2[N+](=O)[O-])N1CCc1ccccc1 (stereo not drawn),3,-0.2,0.2,1.4,5,13,18,0.5,0,-11
O=C1/C(=C/c2cccnc2)SC(=S)N1c1ccc(O)cc1,0,i,-0.3,0.6,1,-1,29,1.4,-1,3
Cc1ccc2cc(C#N)c(SCC(=O)NCC3CCCO3)nc2c1 (stereo not drawn),2,-0.7,0.3,nt,-5,-4,-12,2.7,0,-4
Nc1[nH]ncc1-c1ccccc1,10,-0.3,-1.0,-0.4,5,-20&-5,15,0.6,1,-7
Cc1cnc(C(=O)OCC(=O)Nc2cc(Cl)cc(Cl)c2)cn1,2,i,-1.1,-0.7,0,-8,21,-1.2,-5,-8
COc1ccc(-n2nc(C(=O)NCC(=O)NCCc3ccc(OC)c(OC)c3)c3ccccc3c2=O)cc1Cl,29,-0.3,-5.6,-5.3,4,-14,20,-1.5,4,-1
O=c1c2ccccc2nnn1CCN1CCOCC1,-16,i,-0.9,0.2,2,1,7,-1.0,-1,-1
CC(C)(C)OC(=O)NCCCCCc1nnc(SCc2c(F)cccc2Cl)o1,-2,-0.2,-1.4,0.3,1,-9,31,4.6,?,31
CCN(CC)CCCNC(=O)c1nn(-c2ccc(OC)cc2OC)c(=O)c2ccccc12,-1,0.4,0.0,nt,4,-2,17,-0.7,2,-8
COCCNC(=O)c1ccc2c(=O)n(CCCN3CCCC3=O)c(=S)[nH]c2c1,4,-1.6,0.2,1.9,3,-11,27,-2.5,0,1
CC(C)C[C@H](NC(=O)c1[nH]cnc1C(=O)N[C@H](C)c1ccccc1)C(=O)OCc1ccccc1,16,-1.0,-0.4,nt,3,1,10,2.5,-5,11
CC(C)(C)n1ncc2c(=O)n(CC(=O)NCCc3ccccc3)cnc21,14,nt,0.1,-0.3,-1,-1,-5,0.6,-7,1
COc1ccc(C#Cc2c(-c3ccc(OC)cc3)oc3ccc(-c4ccc(OC)cc4)cc23)cc1,-4,i,0.5,2.6,nt,-11,nt,-0.6,-5,-8
CCC1CCCCN1C(=O)Cn1c(=O)n(CCC(=O)NCc2ccco2)c(=O)c2sccc21 (stereo not drawn),-6,-0.6,0.0,nt,1,4,19,0.4,2,9
O=C(COc1ccc(F)cc1Cl)Nc1nc(-c2ccccn2)cs1,-9,i,-0.8,2.2,nt,nt,nt,-1.9,1,25
CCCCCCCNC(=O)C1(CC2CC(c3ccc(Cl)cc3)=NO2)CCN(C(=O)c2ccccc2)CC1 (stereo not drawn),5,i,-0.7,0.6,-3,-7,5,0.7,-5,-1
O=C(COC(=O)CCSc1ccccc1Cl)Nc1ccc(F)cc1F,16,-0.2,0.0,-0.6,7,-38,-10,-0.6,-1,15
Cc1cccc(C)c1-c1ccc(CN2C(CC(C)C)C(=O)N(Cc3cn(CC4CCCCC4)nn3)CCS2(=O)=O)cc1 (stereo not drawn),13,-0.5,-1.0,1.3,nt,-9,nt,-0.6,4,20
Cc1cc(C)c(C)c(S(=O)(=O)N2CCN(CC(=O)c3c(N)n(Cc4ccccc4)c(=O)n(C)c3=O)CC2)c1C,8,-0.2,0.6,-1.8,-5,-2,10,-0.3,0,21
Cc1ccccc1OCC(=O)NC(=S)Nc1ccc(N2CCOCC2)c(Cl)c1,14,-0.1,0.7,nt,2,1,28,0.9,-2,-8
COc1ccccc1OCc1ccc(C(=O)NN)cc1,8,-0.6,1.9,nt,0,-14,19,-1.2,-1,9
CCN1CCN(S(=O)(=O)c2cc(OCC(=O)NC3CCCCC3)c(C)cc2Cl)CC1,-12,-1.5,0.6,nt,-5,-23,-8,-1.6,-3,-4
COc1ccccc1C(=O)NC(CCSC)C(=O)OC(C)C(N)=O (stereo not drawn),1,i,-0.7,1.8,3,-8,16,-0.8,3,8
CCCNC(=O)C1(C)CCCN(CCC(=O)c2ccccc2)C1 (stereo not drawn),-14,-0.4,0.3,0.3,nt,nt,nt,nt,2,0
CCc1cccc(C)c1NC(=O)CSc1nnc(-c2ccco2)n1N,-7,-1.3,-4.5,nt,8,-24,7,0.5,-10,-12
O=C(CSc1nccc(=O)[nH]1)Nc1ccc(F)c(Cl)c1,11,i,?,-0.8,5,-11,-10,-1.4,0,-7

# Profiles as entered above:
# N#Cc1ccc(/C=C2\CCCCn3c2nc2cc(C(=O)O)ccc2c3=O)cc1 is entered as CCHF vOTU inh = -8; Vc quorum ag = i; BoNT A protease = 0.4; TcdB GH inh = 1.0; SARS 3CLpro inh = -4; PriA SSB inh = -8; DUSP3 inh = -15; PfHsp40 yeast = 0.0; Anthrax LF prot = 8; Yp Topo-I inh = 1
# COc1cc(OC)c(C2C(C#N)=C(C)NC(C)=C2C#N)c(C(=O)O)c1 is entered as CCHF vOTU inh = -5; Vc quorum ag = -0.5; BoNT A protease = 2.8; TcdB GH inh = 0.4; SARS 3CLpro inh = 3; PriA SSB inh = -8; DUSP3 inh = -3; PfHsp40 yeast = 0.8; Anthrax LF prot = 8; Yp Topo-I inh = 5
